Menin-MLL TR inh = menin-MLL binding inhibition, Texas Red mutant peptide; O00255; Menin + Texas Red MLL mutant peptide, fluorescence polarization; Potency, µM (doses to about 61.6 µM), inactives show at the highest dose FP activity change, negative = inhibition, most hits filed as inhibitors; 270,000 tested, 0.23% active; AID 1768; active = well fitted inhibition curve with a large enough effect in the polarisation, with a control signal flat, not every such curve was filed as active; inconclusive = small, poorly fitted or top-dose-only effect, or effect the other way, or a change in a side signal; inactive = no such curve, though single readings can be large or run the other way; the % refers to the polarisation; note: potency is the fitted concentration of half-maximal effect; % of control where 0% means no effect; many of its hits are not listed in these tables
Giardia kill = Giardia lamblia killing; Giardia lamblia trophozoite viability; activity change, % at 7.66 µM, hits read low; 340,000 tested, 0.15% active; in the data active = activity change below about -80%; inconclusive = between about -30% and that limit;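 note: parasites exposed to compound for two days anaerobically before the ATP read; % is set by controls: 0 for no effect and ±100 for the full control effect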
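Media and compound were dispensed first, then trophozoites at 100 cells/well; plates sat 48 hrs at 37 deg C without oxygen before ATP luminescence reagent was added and read after 15-30 min at room temperature.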
PKM2 act = increases activity of human pyruvate kinase M2; P14618; purified PKM2, Kinase-Glo ATP luminescence, activation; response scale: 0% is enzyme alone, no compound; Potency, µM (doses to about 57.5 µM), without a hit: at the top dose activation, hits mostly activators; 260,000 tested, 0.34% active; AID 1631; note: potency is the fitted concentration of half-maximal effect; % is set by controls: 0 for no effect and ±100 for the full control effect; nearly all actives have a fitted effect of over 55% in size
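Purified hPK-M2 (>95%) run at intermediate activity with 0.1 mM ADP and 0.5 mM PEP in 50 mM imidazole pH 7.2, KCl, MgCl2; 1 h room temperature. ATP formed read by Kinase-Glo luminescence; normalized to uninhibited and no-enzyme controls.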
FBPA coupling cs = counter-screen for Giardia aldolase inhibitors: coupling enzyme system | coupling enzyme system counterscreen, AmpLite Red fluorescence | activity change, negative = inhibition, % at 58.2 µM, hits read low | 290,000 tested, 0.67% active | AID 2472; in the data active = activity change below about -30%; note: % is set by controls: 0 for no effect and ±100 for the full control effect
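Coupling enzymes only (glyceraldehyde-3-phosphate) + compound, at 57.5 uM final, 10 min RT; add substrate/coupling/AmpLite Red mix, 20 min RT; fluorescence ex 525/em 598 nm. Actives flag coupling-system interference.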
B2AR arrestin = agonists driving beta-arrestin recruitment to human beta2-adrenergic receptor | P07550 | beta-arrestin recruitment to beta2AR, cell-based reporter | Potency, µM (top dose mostly 46.1 µM), for inactives: top-dose activation, usual class: activators | 330,000 tested, 0.02% active;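 note: potency is the fitted concentration of half-maximal effect; 0% = DMSO controls and full agonism = EC100 isoproterenol or metaproterenol; nearly all actives have a fitted effect of over 65% in size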
Target sequence (P07550 whole entry, looked up): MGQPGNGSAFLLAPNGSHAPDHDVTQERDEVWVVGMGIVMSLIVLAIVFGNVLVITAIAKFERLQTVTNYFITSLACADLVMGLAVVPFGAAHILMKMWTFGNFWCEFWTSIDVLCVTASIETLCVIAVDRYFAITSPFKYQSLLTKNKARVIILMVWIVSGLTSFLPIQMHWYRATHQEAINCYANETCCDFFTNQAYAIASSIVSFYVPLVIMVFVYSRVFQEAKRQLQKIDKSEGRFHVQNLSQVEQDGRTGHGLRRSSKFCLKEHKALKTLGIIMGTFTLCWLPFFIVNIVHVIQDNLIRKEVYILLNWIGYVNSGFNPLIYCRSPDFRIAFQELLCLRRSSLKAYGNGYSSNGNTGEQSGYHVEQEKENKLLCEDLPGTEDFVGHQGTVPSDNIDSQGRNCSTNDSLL
KCNH2 WT inh = inhibitors of human wildtype KCNH2 potassium channel. Q12809. 340,000 tested, 0.37% active. activity change, % at 1.84 µM. AID 720551. U2OS, BacMam KCNH2, thallium flux FluxOr; hits give low values;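 active = maximum activity change below -70%; inconclusive = maximum activity change between -70% and -50%; inactive = maximum activity change above -50%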; note: % is set by controls: 0 for no effect and ±100 for the full control effect
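U2OS cells were transduced with wild-type KCNH2 virus (2.03 x 10^8 / mL) for 4 h at room temperature, then cultured overnight at 37 C. Thallium flux was read with FluxOr dye. Rate constants were normalized to DMSO controls.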
KCNH2 3.1 inh = KCNH2 3.1 (human) potassium channel inhibition. U2OS KCNH2 3.1, thallium flux FluxOr; hits give low values. activity change, % (tested at about 1.8 µM). 340,000 tested, 0.95% active. AID 720553;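 active = maximum activity change below -70%; inconclusive = maximum activity change from -70% to -50%; inactive = maximum activity change above -50%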;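 note: thallium influx rate constant from kinetic fluorescence after stimulation buffer; % is set by controls: 0 for no effect and ±100 for the full control effect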
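Thallium flux read-out: FluxOr dye with Red40 quencher in HBSS/HEPES, 45 min at RT. Rate constants from kinetic reads were normalized to positive and negative DMSO controls. Cells: U2OS virally expressing the 3.1 isoform.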
TRPV1 agonist = agonists of human vanilloid receptor 1 (TRPV1); 320,000 tested, 0.19% active; Q8NER1; activation, % at 8.33 µM; TRPV1-expressing cells, Fluo-8 calcium influx, agonist mode; in the data active = activation above about 80%; inconclusive = between about 30% and that limit; note: 0% is about no effect
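Cells expressing TRPV1 were dye-loaded with Fluo-8 and read kinetically: 10 s baseline, 3 min after compound (agonist portion), then 2 min after EC20 capsaicin (allosteric enhancer portion). Calcium-bound dye fluorescence at 480/520 nm.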
GALK inhibitor = galactokinase (human) inhibition. Purified GALK, Kinase-Glo residual ATP luminescence. Potency, µM (series often up to 57.5 µM), inactives show top-dose activity change, negative = inhibition, hits mostly inhibitors. AID 1868. 270,000 tested, 0.007% active; note: potency is the fitted concentration of half-maximal effect; % is set by controls: 0 for no effect and ±100 for the full control effect
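Compounds were pin-transferred into ATP buffer (35 uM final), then GALK plus galactose (5 nM, 100 uM final) was added. After 1 h at room temperature, Kinase-Glo Plus was added and luminescence read after 10 min.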
USP2a block = inhibitors of human ubiquitin-specific protease USP2a; O75604; USP2 core, Ub-CHOP2 coupled fluorogenic reporter, 485/531; Potency, µM (titrated, usually from 38.3 µM), for inactives: at the top dose activity change, negative = inhibition, hits mostly inhibitors; 330,000 tested, 0.01% active;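 note: potency is the fitted concentration of half-maximal effect; plate controls were DMSO wells for no effect and full inhibition by NEM control for full effect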
Target sequence (O75604 whole entry, looked up): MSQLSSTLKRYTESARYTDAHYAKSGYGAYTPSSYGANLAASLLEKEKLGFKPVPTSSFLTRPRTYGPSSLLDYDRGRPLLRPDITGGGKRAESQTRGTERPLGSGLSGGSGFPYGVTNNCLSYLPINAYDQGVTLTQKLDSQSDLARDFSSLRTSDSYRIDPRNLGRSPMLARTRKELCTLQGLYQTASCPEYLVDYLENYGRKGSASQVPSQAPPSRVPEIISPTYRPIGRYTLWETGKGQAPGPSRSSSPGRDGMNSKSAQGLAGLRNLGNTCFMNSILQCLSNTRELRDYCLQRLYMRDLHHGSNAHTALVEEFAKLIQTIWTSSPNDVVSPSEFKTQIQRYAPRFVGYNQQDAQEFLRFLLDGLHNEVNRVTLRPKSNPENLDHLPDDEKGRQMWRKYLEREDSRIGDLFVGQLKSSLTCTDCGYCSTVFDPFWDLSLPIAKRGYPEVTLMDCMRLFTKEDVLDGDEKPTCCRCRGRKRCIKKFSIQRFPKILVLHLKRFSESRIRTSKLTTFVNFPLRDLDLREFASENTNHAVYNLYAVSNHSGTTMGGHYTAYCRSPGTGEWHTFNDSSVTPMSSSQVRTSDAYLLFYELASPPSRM
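USP2 core (10nM final) preincubated 30min RT with compound in 20mM Tris-HCl pH 8.0, 2mM CaCl2, 2mM beta-mercaptoethanol, 0.05% CHAPS; 25nM Ub-CHOP2 plus 25nM reporter substrate added, fluorescence (Ex485/Em531) read after 60min.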
MLL CXXC-DNA inh = MLL CXXC-DNA interaction inhibition | 290,000 tested, 0.037% active | AID 2662 | MLL-CXXC / FITC-HOXA9 DNA fluorescence polarization | Potency, µM (series often up to 115 µM), for inactives: at the highest dose activity change, negative = inhibition, most hits filed as inhibitors; active = well fitted inhibition curve with a large enough effect in the polarisation, with a control signal flat, not every such curve was filed as active; inconclusive = small, poorly fitted or top-dose-only effect, or effect the other way, or a change in a side signal; inactive = no such curve, though single readings can be large or run the other way; the % refers to the polarisation; note: potency is the fitted concentration of half-maximal effect
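Purified MLL-CXXC (added from a 7 uM solution) was preincubated 5 min at ambient with pinned compounds in 50 mM Tris-HCl pH 7.5, 50 mM NaCl, 1 mM DTT, 0.05% BSA. Fluorescein-labeled HOX-A9 DNA (50 nM solution) followed, 30 min, then polarization read.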
* marks the source's active call; other numbers are inactive results; ? = inconclusive; / = no result given; & = joins results of further samples; [ ] = another dose, or the depositor's remark. Unless noted, calls come from the whole dose curve; as a rule, active = well fitted curve in the direction sought with a large enough effect; inconclusive = small, poorly fitted or top-dose-only effect, or another doubt; inactive = no such curve, though single readings can be large; an effect the other way counts as inactive or inconclusive. Only part of the results is shown; rates above refer to the full screens.

SMILES	Menin-MLL TR inh	Giardia kill	PKM2 act	FBPA coupling cs	B2AR arrestin	KCNH2 WT inh	KCNH2 3.1 inh	TRPV1 agonist	GALK inhibitor	USP2a block	MLL CXXC-DNA inh
CN(C)CCOC(=O)CC12CC3CC(C1)CC(CC(=O)OCCN(C)C)(C3)C2	17.7%	18.1	-1.5%	0.8	0.1%	4.9	13.3	-5.1	-3.2%	2.3%	3.9%
Cc1cc(C)cc(N2C(=O)CC(n3ccnc3)C2=O)c1 (stereo not given)	-6.5%	10.7	-4.4%	-0.4	/	-9.2	17.3	5.4	-0.2%	/	0.1%
O=C(O)c1ccc(Nc2nc(-c3cccnc3)cs2)cc1O	?	-3.4	-2.5%	-8.2	0.0%	-1.8	7.3	-2.2	-9.1%	2.3%	-29.0%
COC(=O)c1cc(C(=O)OCC(=O)NC2CCS(=O)(=O)C2)cc([N+](=O)[O-])c1 (stereo not given)	17.5%	-15.9	3.9%	2.8	0.0%	-1.6	1.1	0.9	1.1%	7.0%	7.8%
O=C(N/N=C/c1cccc2ccccc12)c1cc(C2CC2)[nH]n1	?	-18.2	-5.7%	-4.9	0.4%	-11.7	-23.8	13.4	6.3%	-0.6%	-3.7%
CCCOc1ccc(-c2c(C(=O)N/N=C/c3ccccc3OCC)nnn2-c2nonc2N)cc1	/	7.7	/	/	0.1%	-7.1	-6.6	-5.6	6.8%	-1.4%	15.3%
O=c1c([N+](=O)[O-])c(N2CCOCC2)c2ccccc2n1Cc1ccccc1	8.3%	-13.8	-1.2%	5.9	-1.1%	-7.1	-3.7	-0.8	-2.7%	-0.5%	26.9%
O=C(O)CC1SC(=Nc2cccc(C(F)(F)F)c2)NC1=O (stereo not given)	-5.4%	13.2	-2.5%	6.2	0.2%	-12.2	1.0	-1.4	2.8%	0.8%	5.0%
Cc1nc(-c2ccc(O)c(O)c2)cs1	11.4%	2.3	15.1%	-6.3	0.6%	3.5	1.2	?	0.5%	2.7%	-13.5%
CCCCCC1CC(CC(=O)O)C(=O)O1 (stereo not given)	11.4%	0.1	4.2%	2.1	-0.1%	-20.3	-6.4	-0.3	-1.9%	4.1%	-8.5%
CC(=O)COC(=O)CNC(=O)c1ccc(Br)cc1	/	5.2	-2.8%	-0.1	0.2%	13.3	-7.3	0.3	-3.4%	1.8%	-3.1%
COc1ccc(CNC(=O)Nc2ccc([N+](=O)[O-])cc2)cc1	-47.5%	2.0&-0.9	/	0.9	/	1.4	3.8	/	/	/	/
O=C(CSc1nnc(-c2ccccc2O)o1)NC1CCCCC1	-3.8%	-1.9	3.3%	4.7	-0.2%	-2.2	9.8	4.2	8.2%	1.7%	0.1%
COc1ccc(OCCCC(=O)Nc2cccc(C(C)=O)c2)cc1	-8.0%	-21.3	-15.7%	0.1	-1.3%	16.4	6.4	?	0.9%	-5.0%	?
COc1ccccc1Oc1ncnc2sccc12	3.0%	-2.4	5.1%	0.5	0.4%	3.2	-1.8	4.2	0.8%	7.4%	2.8%
CSCCC1NC(=O)N(CC(=O)Nc2cccc(S(=O)(=O)N3CCCCCC3)c2)C1=O (stereo not given)	/	8.0	/	/	-0.4%	-4.4	1.2	/	/	2.8%	/
COc1cc2oc3ccccc3c2cc1N(CC(=O)N1CCCCC1)S(=O)(=O)c1ccc(C)cc1	?	-4.9	-1.1%	-1.9	/	10.1	-5.7	?	4.9%	/	9.2%
COc1ccc(NC2CCCN(C(=O)Cn3ccc(C)n3)C2)cc1OC (stereo not given)	/	20.6	-1.6%	/	-0.1%	2.6	6.8	-2.6	3.3%	0.1%	3.8%
CSCC[C@H](N)C(=O)NCC1CCC(C(=O)Nc2ccc3c(c2)OCO3)CC1 (stereo not given in full)	3.4%	-1.9	0.1%	0.0	0.0%	-6.7	-11.3	-0.4	/	2.8%	1.1%
CCOc1ccc2[nH]c(=O)c(C(c3nnnn3CCOC)N3CCOCC3)cc2c1 (stereo not given)	20.3%	-2.7	4.5%	-2.3	-0.5%	-8.5	14.6	-2.9	-2.8%	-1.9%	4.2%
CCN1CCC2(CCN(Cc3cn[nH]c3-c3ccc(OC)c(F)c3)C2)C1 (stereo not given)	-15.1%	-3.1	10.9%	0.7	-1.0%	3.0	-16.9	-1.2	-0.2%	3.6%	0.7%
COC(=O)c1ccc(C(=O)OCc2nc3cc4ccccc4cc3[nH]2)cc1	0.1%	-5.9	5.7%	0.6	0.6%	-1.6	-2.3	11.0	0.1%	2.0%	-2.1%
Cc1ccn2c(NC3CCCCC3)c(C(C)C)nc2c1	0.1%	7.2	3.3%	3.2	0.3%	-17.4	14.9	-3.5	2.3%	0.4%	4.0%
COc1ccc2[nH]cc(CCn3ccc(O)c(C/C=C/c4ccccc4)c3=O)c2c1	?	11.9	0.0%	-0.4	4.2%	-5.8	-8.3	-2.2	1.0%	0.0%	6.5%

Reprinted from the part before: 3 compounds, then new ones.
SMILES	Menin-MLL TR inh	Giardia kill	PKM2 act	FBPA coupling cs	B2AR arrestin	KCNH2 WT inh	KCNH2 3.1 inh	TRPV1 agonist	GALK inhibitor	USP2a block	MLL CXXC-DNA inh
COC(=O)c1ccc(C(=O)OCc2nc3cc4ccccc4cc3[nH]2)cc1	0.1%	-5.9	5.7%	0.6	0.6%	-1.6	-2.3	11.0	0.1%	2.0%	-2.1%
Cc1ccn2c(NC3CCCCC3)c(C(C)C)nc2c1	0.1%	7.2	3.3%	3.2	0.3%	-17.4	14.9	-3.5	2.3%	0.4%	4.0%
COc1ccc2[nH]cc(CCn3ccc(O)c(C/C=C/c4ccccc4)c3=O)c2c1	?	11.9	0.0%	-0.4	4.2%	-5.8	-8.3	-2.2	1.0%	0.0%	6.5%
COc1ccccc1C(=O)COC(=O)/C(=C/c1ccccc1)NC(C)=O	/	2.9	/	/	-0.1%	12.6	21.4	-2.7	/	-1.7%	/
O=C(CNC(=O)c1ccccc1F)OCc1nc2ccc(Cl)cc2n1CCO	/	41.6[activator]	/	/	0.1%	0.7	16.5	1.9	/	-0.4%	/
Cc1noc(C)c1CN(C(=S)NC1CC2CCC1C2)c1ccccc1 (stereo not given)	?	2.8	-4.6%	0.6	-0.4%	-13.8	18.4	14.1	4.0%	-8.9%	-9.3%
CCOC(=O)COc1ccc(S(=O)(=O)NCc2ccco2)cc1	0.4%	-9.2	0.5%	-2.1	0.3%	-2.9	0.7	-0.2	-1.5%	-0.6%	-0.7%
CC(C)Oc1ccc(S(=O)(=O)N2CCOCC2)cc1NC(=O)Cc1cccs1	/	27.6	/	/	-0.5%	-2.2	15.3	4.3	/	1.7%	/
CN1C(=O)C2CN(CCc3ccccc3)CNC2N(C)C1=O (stereo not given)	15.9%	28.6	2.0%	-1.5	-2.8%	-4.5	-2.1	-1.9	1.8%	-1.5%	0.7%
Cc1cc(NC(=O)CSc2ccccc2)no1	1.8%	4.3	1.4%	1.8	0.4%	7.3	12.7	7.2	1.4%	0.9%	-4.2%
CCc1ccc2nc(N3CCN(C(=O)C(C)(C)C)CC3)sc2c1	/	1.9	/	/	-0.2%	3.6	-5.8	?	2.0%	0.4%	6.0%
Cc1ccc(C)c(NC(=S)N(CCc2nc3cc(C)c(C)cc3[nH]2)Cc2cccnc2)c1	25.6%	2.4	2.1%	-0.2	-0.2%	1.9	2.4	-1.5	-0.8%	1.1%	8.1%
COc1ccc(C2(c3ccc(OC)cc3)NC(=O)N(CC(=O)NCC(C)c3ccccc3)C2=O)cc1 (stereo not given)	/	-1.1	/	/	0.0%	4.0	-6.1	-0.5	/	-0.5%	/
O=C(Nc1ccccc1)Nc1ccc2ocnc2c1	16.5%	2.5	-27.5%	-7.5	0.0%	-16.1	8.4	?	9.6%	0.9%	12.5%
COc1ccc(N2CS(=O)CC2=O)cc1 (stereo not given)	-1.0%	?	-0.2%	0.3	0.3%	6.0	12.6	-1.8	1.1%	7.6%	16.1%
COc1ccc(C(=O)Nc2cnccn2)cc1[N+](=O)[O-]	9.9%	-7.8	0.1%	-5.9	-0.8%	-9.2	-2.2	1.8	-3.3%	-1.1%	25.4%
CS(=O)(=O)N1CCN(c2nnc(-c3ccccc3)c3ccccc23)CC1	-3.8%	32.1[activator]	-3.2%	1.8	-0.8%	-1.3	0.5	1.7	10.3%	2.9%	11.1%
